# NCI-60 one-dose screen, 48 h, at 10 µM unless noted. Numbers give growth in % (100 = growth as untreated, 0 = no growth, -100 = all killed).
# RPMI-8226 – RPMI-8226 leukemia cells. 77,000 compounds, 7.5% hits
# MCF7 – MCF7 breast cancer; 82,000 compounds, 6.3% hits
# MDA-MB-231 – MDA-MB-231 breast cancer. 81,000 compounds, 5% hits. AID 1794789
# K-562 – K-562 leukemia; 78,000 compounds, 7.4% hits
# MDA-MB-468 – MDA-MB-468 breast cancer. 78,000 compounds, 8.5% hits. AID 2202374
# MDA-MB-435 – MDA-MB-435 melanoma; 82,000 compounds, 7.8% hits; AID 1794794
# MOLT-4 – MOLT-4 leukemia cells; 80,000 compounds, 6.9% hits; AID 1794779
# SR – SR leukemia cells. AID 1794780. 73,000 compounds, 8.7% hits
# * hit, by the source's call; . = no result given; & = joins results of further samples; ! = repeats disagree. The calls were made as follows: active = growth percent below 10; inactive = the rest.
SMILES,RPMI-8226,MCF7,MDA-MB-231,K-562,MDA-MB-468,MDA-MB-435,MOLT-4,SR
Cc1ccc(Nc2nc3c(s2)C2=CC[C@@H]4[C@H](CC[C@]5(C)C(=O)CC[C@@H]45)[C@@]2(C)CC3)cc1,-16*,14,53,20,32,44,12,13
S=C=Nc1cccc(Cl)c1,111,91,115,57,97,104,122,105
CCN(CC)CCCN1CC2CCCCC2C1 (stereo not given),101,95,93,103,97,101,100,100
O=S(Cl)C(Cl)=C(Cl)Cl (stereo not given),100,101,109,108,95,101,108,100
CC1=C(C)C(=O)OC([C@@](C)(O)[C@]2(O)CC[C@@]3(O)C4C[C@@H](O)[C@@]5(O)CC=CC(=O)[C@]5(C)C4CC[C@]23C)C1 (stereo not given in full),73,65,79,75,74,77,94,74
COC(CN)c1ccccc1 (stereo not given),104,98,102,90,99,104,98,105
CC(=O)C(N)Cc1ccccc1 (stereo not given),80,94,105,99,97,102,101,94
O=C(CF)N(O)c1ccc(/C=C/c2ccccc2)cc1,.,16,73,45,.,72,35,.
CN1C(=O)CN=C(c2ccc[nH]2)c2cc(Cl)ccc21 (tested in a mixture with another compound),95,96,101,105,111,118,90,85
O=C1CC[C@@]2(O)[C@H]3Cc4ccc(O)c5c4C2(CCN3CC2CC2)[C@H]1O5,98,.,110,102,97,106,85,.
C[C@]12Cc3cn[nH]c3C=C1CC[C@@H]1[C@@H]2CC[C@@]2(C)[C@H]1CC[C@]2(C)O,.,76,83,35,57,11,78,31
S=c1[nH]c(=S)c2c3c([se]c2[nH]1)CCCCC3,100,84,90,94,97,104,95,95
CCCCCCCCCCCCCCCC[As](CCCCCCCCCCCCCCCC)SCC1OC(OC(C)=O)C(OC(C)=O)C(OC(C)=O)C1OC(C)=O (stereo not given),119,99,98,114,92,.,106,77
NC(=O)Nc1ncn[nH]1,110,101,112,101,105,104,87,.
Clc1ccc(COC(Cn2ccnc2)c2ccc(Cl)cc2Cl)cc1 (stereo not given),40,58,58,-4.5*,40,28,-28*,-26*
Brc1ccc2[nH]cc(/C=N/N3CCCCCC3)c2c1,.,80&85,67&72,103&86,109&106,108&104,78&69,92&82
CN(C)c1ccnc(CNCCSC2c3ccccc3C=Cc3ccccc32)c1,44,60,71,35,26,83,74,66
O=C(/C=C/c1ccccc1)c1nc2ccccc2n1Cc1ccc(Br)cc1,-23*,-49*,.,-17*,-93*,-28*,-12*,-20*
CCOP(=O)(Nc1cccc(Cl)c1)OCC,99,91,90,112,101,103,96,92
CN(C)C1=NC(=O)C(c2ccccc2)O1 (stereo not given),78,103,109,100,.,124,110,.
CC[C@H](C)[C@H](NC(=O)c1nccn1C)C(=O)N(C)[C@H](C[C@@H](OC(C)=O)c1nc(C(=O)N[C@@H](Cc2ccccc2)C[C@H](C)C(=O)OC)cs1)C(C)C,25,18,-5.8*,6.3*,26,-48*,16,14
Cc1c(C(=O)O)nnn1C1CC2CCC1C2 (stereo not given),102,94,106,.,110,105,92,93
Cc1ccc2oc(=O)c3c(c2c1)OC(/N=C/N(C)C)=C(C#N)C3c1ccco1 (stereo not given),103,102,97,.,95,101,109,108
Oc1ccc(O)c(Cl)c1,91&28,97&86,101&67,95&89,95&90,109&102,105&66,94&70
CC(C#N)N1CCN(c2ccccc2Cl)CC1 (stereo not given),96,96,109,97,106,.,85,95
Cc1cc(C(C(N)=O)c2ccccc2)ccc1N(CCCl)CCCl (stereo not given),98,92,123,103,.,113,93,.
C[C@]12CC(C=O)=CC[C@@H]1CC[C@@H]1[C@@H]2CC[C@]2(C)[C@@H](O)CC[C@@H]12,84,115,122,60,112,101,82,67
O=C1N=c2ccccc2=C/C1=C\c1c(O)[nH]c(=S)[nH]c1=O,104,97,108,101,111,106,97,97
CC1(C)CC(=O)CC(C)(C)N1N=O,.,98,109,111,124,112,101,109
Cc1ccc(CC(N)c2ccccc2)cc1 (stereo not given),.,90,90,95,79,77,98,.

# Full records from above. Screens in order: RPMI-8226	MCF7	MDA-MB-231	K-562	MDA-MB-468	MDA-MB-435	MOLT-4	SR
# `Cc1c(C(=O)O)nnn1C1CC2CCC1C2` (stereo not given) across the screens: 102	94	106	.	110	105	92	93
# `C[C@]12CC(C=O)=CC[C@@H]1CC[C@@H]1[C@@H]2CC[C@]2(C)[C@@H](O)CC[C@@H]12` across the screens: 84	115	122	60	112	101	82	67
# `CC[C@H](C)[C@H](NC(=O)c1nccn1C)C(=O)N(C)[C@H](C[C@@H](OC(C)=O)c1nc(C(=O)N[C@@H](Cc2ccccc2)C[C@H](C)C(=O)OC)cs1)C(C)C` across the screens: 25	18	-5.8*	6.3*	26	-48*	16	14
# `CCOP(=O)(Nc1cccc(Cl)c1)OCC` across the screens: 99	91	90	112	101	103	96	92
# `CN(C)C1=NC(=O)C(c2ccccc2)O1` (stereo not given) across the screens: 78	103	109	100	.	124	110	.

# Ordered by SMILES length (rising): some entries from above.
SMILES,RPMI-8226,MCF7,MDA-MB-231,K-562,MDA-MB-468,MDA-MB-435,MOLT-4,SR
CC1(C)CC(=O)CC(C)(C)N1N=O,.,98,109,111,124,112,101,109
Cc1c(C(=O)O)nnn1C1CC2CCC1C2 (stereo not given),102,94,106,.,110,105,92,93
Brc1ccc2[nH]cc(/C=N/N3CCCCCC3)c2c1,.,80&85,67&72,103&86,109&106,108&104,78&69,92&82
O=C(/C=C/c1ccccc1)c1nc2ccccc2n1Cc1ccc(Br)cc1,-23*,-49*,.,-17*,-93*,-28*,-12*,-20*
Cc1ccc2oc(=O)c3c(c2c1)OC(/N=C/N(C)C)=C(C#N)C3c1ccco1 (stereo not given),103,102,97,.,95,101,109,108

# (continued)
SMILES,RPMI-8226,MCF7,MDA-MB-231,K-562,MDA-MB-468,MDA-MB-435,MOLT-4,SR
C1CCC(NC2CCCC2)CC1,102,100,105,111,113,114,100,94
CCNC(C)(C)C(=O)c1ccco1,99,77,105,104,107,114,115,98
CC(C)N=C([Se])NC(=O)c1cccs1,-4.5*,1.8*,.,71,64,37,15,2.4*
Cc1ccc(Cl)c(-n2c(=S)[nH]c3ccccc3c2=O)c1,110,109,92,108,85,95,103,112
C=CC[n+]1ccc(-c2cc[n+](CC=C)cc2)cc1,80,90,120,99,67,104,89,94
CC(C)OP(=S)(OC(C)C)SC(=O)N(C)C,.,102,107,106,127,105,94,89
N#Cc1c(N)nc2c(c1N)C(c1ccccc1)NC(=S)N2 (stereo not given),102,99,106,102,103,113,94,94
C=CCSc1nc2ccccc2c(=O)n1-c1cc(OC)c(Cl)cc1OC,80,92,98,87,88,88,77,79
O=C1C=C(N2CC2)c2ccccc2C1=O,41,41,89,9.3*,25,-79*,5.2*,0.0*
CCOC(=O)c1ccc(N(CCOS(C)(=O)=O)CCOS(C)(=O)=O)cc1C,87,60,87,80,81,75,46,27
CCC(O)(CN)c1ccccc1 (stereo not given),102,102,101,107,101,105,105,100
O=C(Nc1ccc(O)cc1)C(Cl)(Cl)Cl,112,99,98,98,95,103,104,97
Cc1cc2c(cc1C)NP(=S)(c1ccccc1)N2,103,98,103,88,112,110,83,100
O=[N+]([O-])c1cccc(SC(Cl)(Cl)Cl)c1,99,95,94,95,101,102,89,98
CCn1cc(C(O)CN(C)C)c2ccccc21 (stereo not given),109,99,107,104,97,107,111,115
O=C(CCCN1CCC2(CC1)C(=O)NCN2c1ccc(F)cc1)c1ccc(F)cc1,101,86,98,113,.,109,103,99
O=C1NC(=O)C(=C/C=C/c2ccccc2)C(=O)N1,-20*,14,3.9*,8.2*,44,3.9*,4.1*,.
Cc1nc(N)sc1Sc1nc2ccc(Cl)cc2c(=O)n1-c1ccccc1,92,82,101,91,108,115,94,94
CC12CCC3C(CC=C4CC(Cl)CCC43C)C1C/C(=C\c1ccc(OCC(=O)N3CCOCC3)cc1)C2=O (stereo not given),65,85,122,69,92,104,71,74
COc1cc(OC)c(S(=O)(=O)N(CCCl)CCCl)cc1C(=O)/C=C/c1ccc(Cl)cc1,4.7*,16,67,47,48,33,59,10
COc1ccc(C/C(C)=C(\c2ccc(OCCN3CCOCC3)cc2)c2ccc(OC(=O)Cc3ccccc3)cc2)cc1,-42*,-53*,-48*,-25*,-33*,-59*,-14*,-38*
O=C1NC(=O)C(=Cc2ccccn2)C(=O)N1,98,96,116,92,101,101,111,.
CC(=O)OCc1cc[c]([Hg][Cl])o1,26,20,26,8.0*,21,29,.,-20*
c1ccc(N2CCNCC2)cc1 (tested in a mixture with another compound),118&99&95&103&103,100&99&104&99&102,112&105&104&99&110,103&104&89&108&101,103&106&111&119&107,98&93&109&118&104,102&105&97&125&102,97&82&112
CCCCCC(O)C1C(=O)OC(C)C(O)/C=C/C=C/C=C/C=C/C=C(\C)C(O)C(O)C(O)CC(O)CC(O)CC(O)CC(O)CC1O (stereo not given),110,116,110,118,106,130,128,124
N#Cc1ccc(NC(=O)c2cc(-c3ccc(F)cc3F)ccc2O)cc1C(F)(F)F,78,86,91,109,97,103,100,.
N#C[Se]CCN1C(=O)c2ccccc2C1=O,59,25,56,26,20,21,17,28
Nc1nc(N)c(N)c(N)n1,137,103,102,97,120,97,90,58
O=[As]c1ccc(C(=O)c2ccc(Oc3ccccc3)cc2)cc1 (stereo not given),-49*,-49*,-98*,-18*,-86*,-52*,-25*,-24*
O=[N+]([O-])c1ccc(N(CCO)CCO)c2c1no[n+]2[O-],-54*,6.0*,-12*,-56*,3.0*,2.9*,-24*,.
COc1ccc(OC)c(C(O)C(C)N)c1 (stereo not given),100,103,97,114,115,98,105,.
CC(=O)c1cc2c(cc1C)C(C)(C)C(C)CC2(C)C (stereo not given),85,93,115,82,100,104,.,83
CCC(=O)c1ccc(C)cc1,106,99,.,100,100,112,99,86
Cc1cc(Br)c([N+](=O)[O-])cc1[N+](=O)[O-],120,91,98,75,58,96,71,40
CC1=C2[C@@H](CC1)[C@]1(C)O[C@@](C3CC3)(C[C@H]1O)[C@H]2OC(=O)/C=C/c1ccccc1,90,81,84,87,94,97,64,87
CC1=C2C(=C[C@@](C)(COC(=O)c3ccc(S(=O)(=O)F)cc3)[C@@H]2O)C(=O)[C@](C)(O)C12CC2,90,1.7*,-16*,6.7*,-79*,-72*,10,-0.8*
C[C@]12CCc3sc(Nc4ccc(F)cc4F)nc3C1=CC[C@@H]1[C@@H]2CC[C@]2(C)C(=O)CC[C@@H]12,-21*,15,76,2.1*,23,52,3.6*,0.7*
O=C(Nc1ccc([N+](=O)[O-])cc1)C(Cl)(Cl)Cl,106,86,95,98,96,104,107,94
NC(=O)Nc1nn[nH]n1,116,91,107,96,116,100,109,103
CCCC[C@H]1C(=O)O[C@H](C)[C@H](NC(=O)c2cccc(NC=O)c2O)C(=O)O[C@@H](C)[C@@H]1OC(=O)CC(C)C,18,38,59,26,.,39,31,49
C[C@H]1CC[C@@]2(C)[C@@H](CC[C@@H]3[C@@H]2CC[C@]2(C)[C@@H](O)CC[C@@H]32)C1,73,103,93,66,107,91,65,.
CC(C)C(C)(O)C#N (stereo not given),104,93,.,95,111,102,92,90
CCCn1cc2c3c(cccc31)[C@H]1C[C@@H](C)CN(C)[C@@H]1C2,48,85,78,.,96,112,78,71
C/C=C/CC(C)C(O)[C@H](NC(=O)[C@@H]1CCCN1C(=O)C(C)(C)NC(=O)CCCCCCCCC)C(=O)NC(C)(C)C(=O)N[C@@H](CCC(N)=O)C(=O)N[C@H](CCC(N)=O)C(=O)NC(C)(C)C(=O)NC(C)(C)C(=O)N[C@@H](CCC(N)=O)C(=O)N[C@H](CC(C)C)C(=O)N[C@H](CO)CC(C)C (stereo not given in full),-32*,-45*,-92*,-50*!,-85*,-87*,-24*,-57*!
N#Cc1ccccc1Cl,93,.,113,112,98,106,102,101
O=C(O)CC1OCC=C2CN3CCC45c6ccccc6NC4C1C2CC35 (stereo not given),.,97,106,130,103,120,135,142
Nc1ccc(CCCCc2ccc(S(=O)(=O)F)cc2Cl)c(Cl)c1,100,96,119,104,98,107,87,95
CC1=CC(=O)CCC12CCOC2=O (stereo not given),88,97,.,97,105,96,107,.
COc1c(OP2(=S)OCC(C)(C)CO2)cnn(C2CCCCC2)c1=O,84,100,79,89,101,105,102,90

# 4 entries from above, with two lines to a compound.
# Every second line gives: RPMI-8226 | MCF7 | MDA-MB-231 | K-562 | MDA-MB-468 | MDA-MB-435 | MOLT-4 | SR
> O=C(O)CC1OCC=C2CN3CCC45c6ccccc6NC4C1C2CC35 (stereo not given)
→ . | 97 | 106 | 130 | 103 | 120 | 135 | 142
> Nc1ccc(CCCCc2ccc(S(=O)(=O)F)cc2Cl)c(Cl)c1
→ 100 | 96 | 119 | 104 | 98 | 107 | 87 | 95
> CC1=CC(=O)CCC12CCOC2=O (stereo not given)
→ 88 | 97 | . | 97 | 105 | 96 | 107 | .
> COc1c(OP2(=S)OCC(C)(C)CO2)cnn(C2CCCCC2)c1=O
→ 84 | 100 | 79 | 89 | 101 | 105 | 102 | 90

# High-throughput results as filed in PubChem.

# Not all compounds are listed; the hit share may differ from the screen's.
